mHtt clearance – compounds clearing mutant huntingtin protein | HeLa Exon1htt(103Q)mCFP, aggregate imaging; zero = plate's median compound well | inhibition, % at 1.5 µM | actives 0.42% (n = 47,000);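 active = inhibition of aggregate fluorescence above about 70%, also judged a hit by eye on the cell image, limit read from the data, passing the limit was not always enough; inconclusive = no rule stated for this call; inactive = not judged a hit on image review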;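 note: cells exposed to compound for three days before fixation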
mHtt clearance grain fraction – recorded beside mHtt clearance, whose call it bears; fraction fluorescence in grains; measured here: aggregate grain fluorescence fraction; active compounds read low;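 scaled fraction of total cell fluorescence in grains with unit not stated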
Numbers without * were called inactive; ? = inconclusive; · = no result given. These rows are one share of the data; the hit share may differ from the screen's.

mol	mHtt clearance	mHtt clearance grain fraction
O=C(Nn1cnnc1)C1Cc2ccccc2CN1S(=O)(=O)c1ccc(F)cc1 (stereo unspecified)	32	13
O=C1C=C(c2ccc(Cl)cc2)OC2(CCCC2)O1	-34	58
CCC(OC(=O)C(NC(=O)c1ccccc1)c1ccccc1)C(=O)Nc1cc(C)on1 (stereo unspecified)	0	18
Cc1cc(C(=O)CSc2nnnn2-c2ccccc2)c(C)n1CC1CCCO1 (stereo unspecified)	-18	21
Cc1cc(C)c(C)c(S(=O)(=O)NCc2ccc(C(=O)N3CCCCC3)cc2)c1C	17	16
Cc1ccc(S(=O)(=O)N(C)c2cc(S(=O)(=O)N3CCC(C)CC3)c(C)cc2C)cc1	-31	41
CC(C)=CC(=O)NCCc1ccccc1	5	19
CCn1c(=O)cc(SCC(=O)NCc2ccco2)c2ccccc21	13	29
CCOc1ccc(-n2nnc3c(=O)n(CC(=O)N4CCCc5ccccc54)cnc32)cc1	-20	39
COc1ccc(S(=O)(=O)Cc2ccc(C(=O)N3CCCC3)o2)cc1	-28	62

Arranged by formula weight (rising): 4 of the compounds above
mol	mHtt clearance	mHtt clearance grain fraction
CC(C)=CC(=O)NCCc1ccccc1	5	19
O=C(Nn1cnnc1)C1Cc2ccccc2CN1S(=O)(=O)c1ccc(F)cc1 (stereo unspecified)	32	13
CCOc1ccc(-n2nnc3c(=O)n(CC(=O)N4CCCc5ccccc54)cnc32)cc1	-20	39
Cc1ccc(S(=O)(=O)N(C)c2cc(S(=O)(=O)N3CCC(C)CC3)c(C)cc2C)cc1	-31	41

Carrying on.
mol	mHtt clearance	mHtt clearance grain fraction
COc1ccccc1NS(=O)(=O)c1ccccc1C#N	13	17
N#CC1=C(N)OC2=C(C(=O)CCC2)C1c1ccccc1 (stereo unspecified)	24	13
COc1ccc(Cl)cc1NC(=O)C1CCCN(c2cc(C)nc3ncnn23)C1 (stereo unspecified)	-4	23
CCC(=O)NC(=S)N1CCN(c2ccc([N+](=O)[O-])cc2Cl)CC1	-12	44
CCOC(=O)C(C)(C)Sc1nc2c(cnn2-c2ccc(Cl)cc2)c(=O)[nH]1	11	40
COC(=O)CC1C(=O)NCCN1C(=O)Nc1ccccc1 (stereo unspecified)	18	29
CCOC(=O)C1=C(C)NC(C)=C(C(=O)OCC)C1C(=O)OC1CCOC1=O (stereo unspecified)	-8	22
CCOc1ccc(NC(=O)c2ccccc2NC(=O)CN(C)CC(=O)Nc2ccc(C)cc2)cc1	8	36
COc1ccccc1-c1cn[nH]c(=S)n1	17	16
COC(=O)C(C)n1cnc2c(cnn2-c2ccc(Cl)cc2)c1=O (stereo unspecified)	41	13

(continued)
mol	mHtt clearance	mHtt clearance grain fraction
CN1CCN(CCCNC(=O)C2CC(=O)N(C3CCCCC3)C2)CC1 (stereo unspecified)	-57	26
O=C(CC1NC2CCCCC2NC1=O)Nc1ccc2c(c1)OCO2 (stereo unspecified)	-25	24
COc1ccc(-c2c3c([nH]c(=S)c2C#N)CCC3)cc1	71*	13*
Cc1ccc(OCC(O)Cn2c(NCCc3ccccc3)nc3c2c(=O)[nH]c(=O)n3C)cc1 (stereo unspecified)	44	12
O=C(NCc1cccnc1)C1CCCN(S(=O)(=O)c2ccc(Br)cc2)C1 (stereo unspecified)	11	18
COc1cc2c(cc1OC)C(C(=O)Nc1cccc(C)n1)C(c1cccnc1)N(C)C2=O (stereo unspecified)	40	22
Cc1cc(C)nc(NC2=NCC(=O)N2c2ccccc2)n1	-24	24
COc1cc(OC)cc(C2C(C#N)=C(N)Oc3n[nH]c(-c4cccnc4)c32)c1 (stereo unspecified)	13	14
O=c1c2ccccc2nc(-c2ccco2)n1Cc1ccccc1	56	9.4
c1ccc(C(c2nnnn2C2CCCC2)N2CCCCCC2)nc1 (stereo unspecified)	-37	50

Continued.
mol	mHtt clearance	mHtt clearance grain fraction
c1ccc2c(-c3nnc4n3CCCCC4)c[nH]c2c1	-30	39
CC(C)N1C(=S)SC2CS(=O)(=O)C=C21 (stereo unspecified)	-56	30
Cc1ccccc1OCc1nc(-c2ccc(NC(=O)c3ccc4c(c3)OCO4)cc2)no1	-37	59
OCCSc1ncnc2c1oc1ccccc12	27	15
CCOc1ccc2[nH]cc(S(=O)(=O)c3ccc(F)cc3)c(=O)c2c1	14	45
O=C(Nc1ccc(Oc2ccc(S(=O)(=O)N3CCOCC3)cn2)cc1)c1ccco1	?	·
Clc1cccc(-c2nnc(SCc3nc4ccccc4[nH]3)n2Cc2ccco2)c1	22	28
Cc1cccc(-c2noc(CN(C(C)C)S(=O)(=O)c3ccc(F)cc3)n2)c1	-25	21
CCNc1nc(NCC)n2c(SCc3nc4ccccc4c(=O)[nH]3)nnc2n1	-16	22
Cc1cccc(Nc2nc(N)nc(CN3CCC(C)CC3)n2)c1C	-17	19

More records
mol	mHtt clearance	mHtt clearance grain fraction
COCCNC(=O)CCc1ccc(S(=O)(=O)Nc2ccc(C)cc2)cc1	-18	38
CC(Sc1nc(-c2ccccc2)cc(C(F)(F)F)n1)C(=O)N1CCCCC1 (stereo unspecified)	-61	65
CC(C)C(c1nnnn1C1CCCC1)N(C)C1CCCCC1 (stereo unspecified)	51	9.4
Cc1cccc(NC(=O)CC2CCC2)c1	11	17
O=C(NCc1ccco1)c1cc(-c2ccco2)on1	52	20
COC(=O)c1c(CSc2ccc(C)c(C)c2)noc1C(=O)NCc1ccc(OC)cc1	-43	56
Cc1cc(=O)oc2ccc(OCC(=O)N3CCC(C)CC3)cc12	-36	26
COc1cccc2cc(C(=O)NCc3ccccn3)c(=O)oc12	-37	26
COC(=O)c1c(NC(=O)C2CCCO2)sc2c1CCC2 (stereo unspecified)	-9	21
Cc1ccc(NS(=O)(=O)c2ccc(NC(=O)C3CCCO3)cc2)cc1 (stereo unspecified)	43	10

Other records:
mol	mHtt clearance	mHtt clearance grain fraction
COc1cc(Nc2nc(SCC#N)nc3ccccc23)cc(OC)c1OC	8	37
CC(C)(C)NS(=O)(=O)c1ccc(NS(C)(=O)=O)cc1	32	21
CCc1ccccc1NC(=O)C(Cc1cccc(OC)c1OC)c1nn[nH]n1 (stereo unspecified)	-25	43
Cc1ccc2cc(C#N)c(NCCNC(=O)C3CC3)nc2c1C	-22	48
CC1(C)Cc2ccccc2-c2nnc(-c3ccc4ccccc4n3)n21	52	9.6
CC(=O)NC1=NC(=O)CS1	-33	48
Cc1cc2ccccn2c1C(=O)c1nc(N2CCOCC2)ncc1Cl	-87	74
COCc1cc(C)nc(N2CCc3ccccc32)c1C#N	2	18
Cc1nc2ccc(NC(=O)c3ccc(Cl)c(NC(=O)c4cccs4)c3)cc2s1	40	22
Cn1nnnc1SCC(=O)Nc1ccccc1N1CCOCC1	-4	30

An excerpt from above in order of their number in mHtt clearance grain fraction, high to low.
| canonical_smiles | mHtt clearance grain fraction |
| --- | --- |
| COc1cc(Nc2nc(SCC#N)nc3ccccc23)cc(OC)c1OC | 37 |
| COCc1cc(C)nc(N2CCc3ccccc32)c1C#N | 18 |
| CC1(C)Cc2ccccc2-c2nnc(-c3ccc4ccccc4n3)n21 | 9.6 |

The listing continues.
mol	mHtt clearance	mHtt clearance grain fraction
O=c1cc(C23CC4CC(CC(C4)C2)C3)[nH][nH]1	11	17
CCOC(=O)C1CCN(C(=S)Nc2cccc(C)c2)CC1	-15	44
COc1ccccc1NC(=O)C(C/C=C(\C)Cl)C(C)=O (stereo unspecified)	-76	67
Cc1c(Cl)c([N+](=O)[O-])nn1CCCC(=O)N1CCN(c2ccccc2)CC1	20	27
Cc1cc(C)nc(N2CCC(C(=O)NCc3ccccc3)CC2)n1	-26	22
Cc1oc(C(C)(C)C)cc1C(=O)Nc1ccc(C(=O)O)cc1	-39	52
Cc1ccc(CCNC(=O)NC(C)(C)C)cc1	-50	25
O=C(COc1ccc2oc(-c3ccccc3)cc(=O)c2c1)NCc1ccco1	15	33
CCOC(=O)c1nnn(-c2nonc2N)c1COc1c(C=O)cccc1OC	41	25
COc1ccc(CCN2C(=O)c3[nH]nc(-c4ccccc4O)c3C2c2cccc(Cl)c2)cc1 (stereo unspecified)	-33	53

The results go on.
Order of values: mHtt clearance, mHtt clearance grain fraction
> Cc1noc(C)c1COc1ccc(C(=O)OCC(=O)NC23CC4CC(CC(C4)C2)C3)cc1
  -47, 28
> CC(C)(C)n1ncc2c(=O)n(CC(=O)c3ccccc3)cnc21
  3, 18
> COc1cccc2c1OC1(C)CC2/C(=C(\C)O)C(=O)N1 (stereo unspecified)
  -48, 53
> N#Cc1c(NC(=O)CCN2C(=O)c3ccccc3C2=O)oc(-c2ccccc2)c1-c1ccccc1
  -19, 48
> C[N+]1(CCN2C(=O)C3CC=C(Cl)CC3C2=O)CCOCC1 (stereo unspecified)
  55, 17
> COCCNC(=O)c1ccc2c(c1)nc(C)n2-c1cc(OC)c(OC)c(OC)c1
  65, 7.2
> COc1cccc(NC(=O)CN2C(=O)C3(OCCCO3)c3ccccc32)c1
  -41, 26
> O=C(O)/C=C/C(=O)NNC(=O)c1ccccc1Br
  20, 24
> C=CCn1c(=O)/c(=C\c2ccsc2)s/c1=C(/C#N)C(=O)NCCN1CCOCC1
  -3, 35
> O=C(NCc1ccncc1)Nc1ccccc1
  43, 22

Continued:
Order of values: mHtt clearance, mHtt clearance grain fraction
> CCn1cc(Br)c(C(=O)N(C)Cc2ccccc2)n1
  -47, 28
> CC(=O)NCCC(Cc1ccccc1)c1ccco1 (stereo unspecified)
  -38, 27
> CC(=O)c1cc2c(cc1NC(=O)CN1CCN(c3ccc(F)cc3)CC1)OCO2
  -26, 25
> O=C(O)c1ccc(NC(=O)C2CCCCC2)cc1
  -42, 30
> Cc1nc2ccc(S(=O)(=O)NCC(=O)NCCN3CCCCC3C)cc2s1 (stereo unspecified)
  -20, 47
> COCC(=O)NC1CCN(C(=O)Nc2ccc(Br)cc2)CC1
  -31, 38
> O=C(O)c1ccccc1NCc1ccncc1
  -3, 34
> CCOc1ccc(C(=O)Nc2cc(C)on2)cc1OCC
  -44, 29
> COC(=O)[C@H](CCSC)NC(=O)NCc1ccccn1
  -15, 48
> O=C(OCN1C(=O)c2ccccc2C1=O)c1cccs1
  -14, 42

Other compounds
Order of values: mHtt clearance, mHtt clearance grain fraction
> CCC(C)(C)n1nnnc1C(c1ccc2ncccc2c1)N1CCN(Cc2ccc3c(c2)OCO3)CC1 (stereo unspecified)
  -19, 42
> N#CCC1c2ccccc2CCN1C(=O)Nc1cccc(C(F)(F)F)c1 (stereo unspecified)
  5, 37
> CC(=C\C(=O)O)/C(=C/c1ccccc1)C(=O)O
  15, 26
> CCOC(=O)CN1NC2(CCCC(C)C2)NC1=S (stereo unspecified)
  4, 22
> COc1ccc(C2C3=C(CC(C)(C)CC3=O)Nc3c2c(=O)[nH]c2nc(C)nn32)cc1 (stereo unspecified)
  -15, 24
> Cc1sc2c(=O)n3c(nc2c1C(=O)NC1CCCCC1)CCCCC3
  -40, 55
> CC1(C)N([O-])C(c2cccs2)=C[N+]1=O
  -29, 52
> COC(=O)c1cnn2c(C(F)(F)F)cc(-c3ccco3)nc12
  16, 14
> O/N=C1\CC/C(=N\O)c2nn(-c3ccccc3Cl)nc21
  45, 18
> c1ccc(-c2cc3c(nn2)CCc2nonc2-3)cc1
  30, 12

Later entries
Order of values: mHtt clearance, mHtt clearance grain fraction
> CCOc1ccccc1N(CC(=O)OC)S(C)(=O)=O
  -23, 27
> COc1ccc(CN(CC(=O)NCC2CCCO2)C(=O)CNS(=O)(=O)c2ccc(C)cc2)cc1 (stereo unspecified)
  -8, 21
> CC(C)CNC(=O)c1cccc(NC(=O)c2ccc(NC(=O)c3ccco3)cc2)c1
  18, 15
> COc1cccc(-n2nnnc2SCC(=O)c2ccc(NC(C)=O)cc2)c1
  19, 27
> CCN(CC)CC(=O)N1c2ccccc2Sc2ccc(Cl)cc21
  -14, 21
> COc1ccc(Br)cc1S(=O)(=O)N(CC(=O)N1CCOCC1)c1ccccc1
  -34, 50
> O=C(N/N=C1\CCCc2ccccc21)c1ccc([N+](=O)[O-])cc1
  10, 17
> O=C(CC1SC2=NCCN2C1=O)Nc1ccccc1 (stereo unspecified)
  16, 30
> Cc1nn(-c2nc3ccccc3s2)c(N)c1-c1ccc(Cl)cc1
  -33, 22
> O=S(=O)(N/N=C\c1ccc(-c2ccccc2Cl)o1)c1ccccc1
  -20, 23

Next compounds
Order of values: mHtt clearance, mHtt clearance grain fraction
> CCOC(=O)c1ccc(NC(=O)CSc2nc(NC(=O)c3ccccc3)c3c(C)c(C)oc3n2)cc1
  2, 37
> CC(=O)Nc1ccc2oc(-c3ccccc3Br)nc2c1
  34, 14
> Cc1ccc(C2CCN(C(=O)Nc3ccccc3)C2)cc1 (stereo unspecified)
  -198, 121
> O=c1[nH]c(CSc2nnc(-c3cccnc3)n2C2CCCCC2)nc2ccccc12
  -14, 37
> Cc1noc(C)c1C(=O)N1CCN(c2ncccn2)CC1
  3, 18
> CC(=O)N1CCc2cc(S(=O)(=O)CCC(=O)Nc3ccc4c(c3)OCCO4)ccc21
  -2, 37
> CCN(CCCNC(=O)C1CCN(S(=O)(=O)N2CCC3(CC2)OCCO3)CC1)c1ccccc1
  10, 18
> Cc1cc(NC(=O)CSCCO)no1
  25, 30
> Cc1ccc(S(=O)(=O)n2nc(-c3ccco3)nc2SCc2ccccc2)cc1
  45, 9.3
> O=C(c1ccccc1)n1nc(-c2ccccc2)nc1NCc1ccco1
  -106, 69

(list continues)
Order of values: mHtt clearance, mHtt clearance grain fraction
> CCCCNC(=O)c1sc2ncnc(N3CCc4ccccc4C3)c2c1C
  0, 40
> CSc1nc(N)nc(SC2C=CCCC2)c1C#N (stereo unspecified)
  -1, 20
> O=C(NCc1ccccc1)c1ccc2c(c1)C(=O)N(Cc1ccncc1)C2=O
  27, 29
> Cc1noc(/C=C/N(C)C)c1S(=O)(=O)N1CCCC(C(=O)NCc2ccccc2Cl)C1 (stereo unspecified)
  -54, 51
> CCOC(=O)C(=O)Nc1nnc(Cc2ccc(OC)c(OC)c2)s1
  38, 12
> COc1ccc(NC(=O)CC(C)C)c(OC)c1
  -15, 23
> N#Cc1cc(-c2ccccc2)nnc1Sc1ccc(F)cc1
  54, 9.2
> COCCn1nnnc1C(c1cc2cc(C)ccc2[nH]c1=O)N1CCN(C2CCCCC2)CC1 (stereo unspecified)
  16, 15
> O=C(CSc1nnc(-c2cccnc2)n1C1CCCCC1)NC1CCCC1
  26, 14
